DAX1 inh-1: DAX1 (NR0B1) inhibitors on StAR promoter, primary screen, cell-based, luminescence, SF-1 (NR5A1), full-length DAX-1. AID 652010, 2013. 370,000 tested, 1.1% active. HEK293T StAR-luciferase reporter, SF-1/DAX-1 repression relief. inhibition, % at 6.8 µM;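 active = inhibition above the mean over all tested compounds plus 3 SD, cut at about 3.6% in these data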;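 also: 0% = DAX-1 cells with DMSO and 100% = cells lacking DAX-1 with DMSO; higher inhibition means more luminescence from relief of DAX-1 repression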
ssDAF12 agonist: S. stercoralis DAF-12 nuclear receptor activators, primary screen, cell-based, luminescence, HEK293, GRIP1 co-expression, lit1-tk-luc | Nuclear hormone receptor DAF-12 (Strongyloides stercoralis) | HEK293 ssDAF-12/GRIP1 lit1-tk-luc reporter; % of 3 µM dafachronic acid response | activation, % at 6.8 µM | 370,000 tested, 1% active | AID 652126, 2013;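 active = activation above the mean over all tested compounds plus 3 SD, cut at about 0.9% in these data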;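 also: 0% = DMSO-only wells and 100% = 3 µM delta7-dafachronic acid wells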
hcDAF12 agonist: H. contortus DAF-12 nuclear receptor activators, primary screen, cell-based, luminescence, HEK293, lit1-tk-luc reporter; HEK293 hcDAF-12 lit1-tk-luc reporter; 0% DMSO, 100% Δ7-dafachronic acid; activation, % at 6.8 µM; 370,000 tested, 1.4% active; AID 652067, 2013;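 active = activation above the mean of all tested compounds plus 3 SD, cut at about 5.5% in these data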;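 also: 100% = response to 3 µM Δ7-dafachronic acid high control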
ADAM10 inh: human ADAM10 inhibitors, primary screen, biochemical, QFRET, HTS. inhibition, % at 7 µM. 370,000 tested, 0.62% active. Disintegrin and metalloproteinase domain-containing protein 10 (Homo sapiens), O14672. AID 720582, 2013. recombinant ADAM10, EDANS/DABCYL FRET peptide cleavage, 3 h;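 active = inhibition above a per-campaign cutoff equal to the mean of compounds falling between control-based bounds plus 3 SD, cut at about 20% in these data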;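 also: 0% = DMSO wells while the 100% control is not disclosed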
hgDAF-12 ag: H. glycines DAF-12 receptor agonists, primary screen, cell-based, luminescence, HEK293, GAL4 fusion, UAS-luciferase | Nuclear hormone receptor DAF-12 (Heterodera glycines), GAL4 fusion | HEK293 GAL4-hgDAF12 UAS-luciferase reporter, agonist luminescence; normalized to butyrate control | activation, % at 6.8 µM | 370,000 tested, 1.8% active | AID 687014, 2013;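 active = activation above a cutoff set at the mean of all screened compounds plus 3 SD, cut at about 10% in these data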;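 also: 0% = DMSO wells and 100% = sodium butyrate wells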
SMARCA2 act: SMARCA2 (BRM) function activators, primary screen, cell-based, luminescence, high throughput | AID 652017, 2013 | activation, % at 9.1 µM | MG213 cells, MMTV-luciferase reporter, dexamethasone, overnight | 370,000 tested, 1% active; in the data active = activation above about 7.8%;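 also: 0% = vehicle wells and 100% = reference activator wells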
FXN GAA850 act: FXN promoter activators, primary screen, cell-based, luciferase luminescence, HEK293 lucGAA850 | 360,000 tested, 0.56% active | activation, % at 6 µM | AID 540364, 2011 | HEK293 lucGAA850 FXN promoter luciferase reporter, 24 h; percent of 10 µM SAHA response;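 active = activation above the average of all compounds screened plus 3 SD, cutoff fixed separately per campaign, cut at about 7.5% in these data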;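 also: 0% = DMSO wells and 100% = 10 µM SAHA wells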
PG9 binder: binders of HIV-1 gp120 antibody PG9, primary screen, biochemical, TR-FRET | HIV-1 gp120 / PG9 antibody interaction | TR-FRET gp120-PG9 antibody binding | inhibition, % at 6.7 µM | 360,000 tested, 0.43% active; in the data active = inhibition above about 8.5%
ADAM17 inh: ADAM17 inhibitors, primary screen, biochemical, QFRET; 370,000 tested, 0.83% active; inhibition, % at 6.95 µM; recombinant ADAM17, EDANS/DABCYL FRET peptide cleavage; Disintegrin and metalloproteinase domain-containing protein 17 (Homo sapiens), P78536;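 active = inhibition above the mean of compounds lying between control limits plus 3 SD, set per campaign, cut at about 8.5% in these data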;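 also: 0% = DMSO-only wells as the low control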
Target sequence (P78536 215-824 limits assumed): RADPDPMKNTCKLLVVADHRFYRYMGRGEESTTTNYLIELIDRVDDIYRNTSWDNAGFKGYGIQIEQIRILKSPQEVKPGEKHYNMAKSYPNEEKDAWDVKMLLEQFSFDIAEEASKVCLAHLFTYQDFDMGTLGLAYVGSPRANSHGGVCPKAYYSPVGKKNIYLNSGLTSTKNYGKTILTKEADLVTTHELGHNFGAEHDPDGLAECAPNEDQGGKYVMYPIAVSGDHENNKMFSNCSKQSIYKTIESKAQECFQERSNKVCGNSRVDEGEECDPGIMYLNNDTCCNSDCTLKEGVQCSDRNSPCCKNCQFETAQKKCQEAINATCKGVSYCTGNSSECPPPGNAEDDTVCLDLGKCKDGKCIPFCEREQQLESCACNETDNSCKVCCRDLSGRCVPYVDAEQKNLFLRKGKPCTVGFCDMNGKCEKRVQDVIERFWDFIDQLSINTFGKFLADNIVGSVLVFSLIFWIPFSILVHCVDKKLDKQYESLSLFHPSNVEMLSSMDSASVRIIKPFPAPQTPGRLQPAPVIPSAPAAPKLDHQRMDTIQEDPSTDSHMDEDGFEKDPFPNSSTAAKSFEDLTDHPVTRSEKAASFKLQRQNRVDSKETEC
DAX1 inh-2: DAX1 (NR0B1) inhibitors, primary screen, cell-based, HEK293, Gal4-DAX1, luciferase luminescence; HEK293 Gal4-DAX1 luciferase reporter; inhibition, % at 6.75 µM; 340,000 tested, 0.99% active; AID 504766, 2011;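 active = inhibition above the mean over all tested compounds plus 3 SD, cut at about 4.2% in these data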;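 also: 0% = DAX1-transfected cells with DMSO and 100% = empty-vector control cells with DMSO; inhibition shows as a rise in luminescence from relieved DAX1 repression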
Target sequence (P51843 207-470 limits assumed): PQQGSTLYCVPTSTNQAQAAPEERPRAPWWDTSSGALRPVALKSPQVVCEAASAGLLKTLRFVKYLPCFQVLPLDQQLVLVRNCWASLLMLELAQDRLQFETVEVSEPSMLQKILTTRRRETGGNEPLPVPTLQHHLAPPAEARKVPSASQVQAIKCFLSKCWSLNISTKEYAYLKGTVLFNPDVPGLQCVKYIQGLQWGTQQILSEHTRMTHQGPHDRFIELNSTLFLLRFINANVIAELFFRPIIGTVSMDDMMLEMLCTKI
GC-A act: GC-A stimulated cGMP production enhancers – HEK293 GC-A cells, cGMP TR-FRET, EC30 ANP, primary screen | Atrial natriuretic peptide receptor 1 (Homo sapiens), P16066 | 0% at EC30 ANP, 100% saturating ANP | activation, % at 10 µM | 370,000 tested, 0.14% active | AID 1671463, 2021; in the data active = activation above about 40%
* marks the source's active call; other numbers are inactive results; . = no result given.

smiles,hgDAF-12 ag,FXN GAA850 act,hcDAF12 agonist,PG9 binder,GC-A act,DAX1 inh-2,ADAM10 inh,DAX1 inh-1,ssDAF12 agonist,SMARCA2 act,ADAM17 inh
CCCNC(=O)c1ccc(CN2CCc3ccccc3C2)cc1,-0.3,0.9,-2.1,0.2,0.1,0.7,6.2,-0.5,-1.2,-1.4,-4.4
COCCNC(=S)Nc1ccc2nc(N3CCOCC3)cc(C)c2c1,1.6,2.3,-2.8,-5.4,5.4,0.1,-393.6,0.5,-1.2,3.5,-147.4
COc1ccc(CC(=O)c2ccc(OC3OC(CO)C(O)C(O)C3O)cc2O)cc1 (centres undefined),3.4,1.2,1.6,-3.6,3.5,1.5,0.2,0.4,-0.1,-1.2,-0.7
CN(Cc1nc(-c2ccccc2)no1)C(=O)c1ccc2c(c1)OCO2,-1.0,1.9,0.1,-2.8,2.2,1.1,-5.8,-1.1,-1.1,-0.4,0.7
CC1(c2ccc(Cl)cc2Cl)OCC(Cn2ccnc2)O1 (centres undefined),2.5,0.8,-2.4,0.4,-3.6,0.1,-5.2,-1.6,-1.9,-1.3,-3.0
O=C(CCNS(=O)(=O)c1cccs1)N1CCN(c2cccc(Cl)c2)CC1,-1.0,-1.9,-2.1,-3.2,-6.2,0.2,4.2,-0.1,-1.3,-2.4,2.8
F[B-](F)(F)c1cc2ccccc2s1,-4.0,-0.2,-1.2,-1.6,4.1,0.3,-4.0,0.0,-0.8,1.5,-3.0
CCN(C(=O)COC(=O)c1oc2ccc(OC)cc2c1C)C1CCCCC1,-2.0,1.3,-2.3,-0.3,-0.2,1.1,-274.6,-0.1,-0.6,-3.0,-111.6
COc1ccc(N2CC(C(=O)OC(C)C(=O)c3ccccc3)CC2=O)cc1 (centres undefined),0.3,-0.9,-1.1,2.3,-3.8,1.4,0.4,0.8,-1.8,-0.5,0.9
Cc1ccc(S(=O)(=O)Cn2nnnc2C(CC(C)C)N2CCC(C(N)=O)CC2)cc1 (centres undefined),-0.7,0.9,-0.3,-1.3,0.2,-0.8,14.8,-0.1,-0.4,2.0,-1.7
Cc1nnc(Cl)c2nn(-c3ccccc3F)c(C)c12,-0.9,13.4*,-1.6,-2.0,1.1,0.8,3.3,-0.2,-1.6,2.8,-1.9
COC(=O)[C@]12C[C@H](CC(=O)N3CCOCC3)C(=O)N(Cc3ccc4c(c3)OCO4)C1=C[C@H](C(C)(C)C)O[C@@H]2C,1.4,.,-0.5,-0.5,-6.0,.,1.6,-1.1,-1.1,-0.8,-0.7
COc1cc2c(cc1OC)[C@@H](NC(=O)C(C)C)[C@H](OCc1ccccc1)C2,-0.9,0.0,-2.5,-1.1,-0.1,0.7,-7.1,-0.1,-1.0,-2.4,-6.3
CC(C)c1ccc(N(C(=O)c2ccco2)C(C(=O)NC2CCCC2)c2cccnc2)cc1 (centres undefined),5.9,-2.5,-1.2,0.8,-14.7,-0.4,0.5,0.0,-0.6,0.1,-0.5
Cc1c(C(=O)Nc2ccc(-c3nnc4n3CCCCC4)cc2)oc2c1ccc1ccccc12,-1.3,-1.1,-2.1,-2.8,3.0,-1.7,-7.4,-0.2,-1.9,-4.4,-4.0

Going on with the list.
smiles,hgDAF-12 ag,FXN GAA850 act,hcDAF12 agonist,PG9 binder,GC-A act,DAX1 inh-2,ADAM10 inh,DAX1 inh-1,ssDAF12 agonist,SMARCA2 act,ADAM17 inh
NC1=NN(c2ccccc2)C(=O)C1,1.4,-1.3,-2.0,0.8,2.7,-0.3,0.2,-0.7,-0.7,2.7,1.8
CCOc1ccc(NC(=O)CC(Cc2ccc(Cl)cc2)C(=O)O)cc1 (centres undefined),-1.5,0.6,-0.5,0.0,6.2,-0.2,7.3,0.4,-0.7,0.9,4.1
O=C(CSc1ncccn1)N1CCN(C(c2ccccc2)c2ccccc2)CC1,-2.4,3.0,-1.5,-0.9,-8.2,2.9,-2.3,-0.7,-1.6,-5.5,-2.6
COCCN(C(=O)Nc1ccc(F)cc1F)c1nc2ccccc2s1,4.5,2.9,1.4,0.6,-8.5,0.1,-3.2,0.9,-0.7,0.6,-1.0
COc1ccc(C(=O)NCCCn2nc(C)cc2C)cc1S(=O)(=O)N1CCOCC1,0.2,-0.8,-1.7,1.1,-0.1,2.3,3.3,0.8,-1.1,0.3,-4.2
COc1ccccc1Cn1c(CO)nc2ccccc21,-1.0,-0.3,-1.7,-1.0,-1.5,-2.7,2.4,-0.3,-1.7,-2.1,-1.1
NC1=NC[C@H](Cc2ccc(O)cc2)N1CCc1cccc(F)c1,3.4,3.3,-0.3,0.4,1.1,0.1,-8.5,-0.4,-1.1,0.9,-5.6
CCS(=O)(=O)NCC(c1ccco1)N1CCN(c2ccc(F)cc2)CC1 (centres undefined),-2.0,0.4,-1.8,0.9,-2.7,0.2,2.3,1.0,-1.0,7.5,0.6
O=C(Cc1ccccc1)n1nc(-c2ccccc2)nc1NCc1ccco1,3.2,1.5,0.1,-0.6,0.7,0.2,2.2,0.4,-0.6,-0.3,-0.5
O=C(c1cccc(F)c1)N1CCN(C(=O)c2nn3cccnc3c2Cl)CC1,0.3,-0.3,-1.0,-0.9,1.9,-0.9,-1.3,-0.4,-0.6,0.8,-4.8
CC(C)(C)NC(=O)COc1coc(CN2CCN(C(=O)c3ccco3)CC2)cc1=O,1.7,-0.1,1.9,1.1,3.0,0.8,-10.2,0.2,-0.3,-1.0,-1.2
Cc1ccc(S(=O)(=O)N2CCOC2CNC(=O)C(=O)NCCc2ccc(S(N)(=O)=O)cc2)cc1 (centres undefined),-0.6,2.0,-0.8,-0.5,-1.8,-1.7,-10.1,-0.2,-1.9,-4.7,-6.3
Cc1ccc(C(C[N+](=O)[O-])n2nc(C)cc2C)cc1 (centres undefined),4.3,-1.8,2.1,0.1,-2.0,2.3,-1.7,0.4,0.3,-2.1,-7.4
CN(C1CCCCC1)S(=O)(=O)c1ccc2c(c1)c(=O)c(C(=O)O)cn2C,-2.0,-0.9,1.6,-1.1,-1.4,1.5,-14.0,0.6,-1.2,-1.2,-3.5
Cc1ccc(S(=O)(=O)N2CCC(C(=O)N3CCCC3C(=O)N[C@@H](CC(C)C)C(=O)NCC(N)=O)CC2)cc1 (some centres undefined),5.2,-2.8,2.0,0.9,1.4,-0.3,-5.2,-0.7,-0.5,-0.4,1.8

Later entries:
smiles,hgDAF-12 ag,FXN GAA850 act,hcDAF12 agonist,PG9 binder,GC-A act,DAX1 inh-2,ADAM10 inh,DAX1 inh-1,ssDAF12 agonist,SMARCA2 act,ADAM17 inh
COc1cccc(-c2cc(C(=O)NCC3CCCO3)c3cc(C)cc(C)c3n2)c1 (centres undefined),-0.3,2.5,-1.6,-0.5,0.4,0.7,-91.1,-1.9,-1.2,1.8,-36.4
CCn1c(-c2cccnc2Cl)nc2cc(C)c(C)cc21,0.7,2.8,-2.2,1.0,-1.1,-2.5,-5.5,-0.2,-0.8,-0.5,-2.0
CCCC(=O)Nc1ccc2c(c1)nc(CCNC(=O)c1ccco1)n2C,1.8,2.0,-0.2,-2.0,4.1,.,-1.4,-0.2,-0.2,-6.2,-2.9
Cc1c(-c2ccccc2)[n+](=O)c2c(n1[O-])CCCC2,-0.5,0.1,-0.8,-1.2,-3.8,3.8,3.5,-0.2,-0.5,-4.5,0.7
Fc1ccc(NC(=S)Nc2cccc(Cl)c2)cc1,0.7,0.7,-1.5,-2.2,1.9,1.1,4.1,-0.2,-1.2,-0.7,0.0
COCc1[nH]nc2c1C(c1ccccc1OC)C(C#N)=C(N)O2 (centres undefined),-0.4,1.0,0.1,0.9,1.3,0.3,-3.0,-0.6,-1.3,-0.8,1.6
CC(=O)Nc1ccc(S(=O)(=O)Nc2nc3ccc(C)cc3s2)cc1,3.8,-0.2,0.3,-1.8,4.7,-0.5,6.9,-0.4,-0.5,2.7,1.5
N#CC(C#N)=NNc1ccc(S(=O)(=O)N2CCCCC2)cc1,1.9,-1.6,-1.4,-3.3,-2.2,0.9,12.0,0.0,-1.4,-6.8,2.6
Brc1ccc2nc(-c3ccncc3)c(NC3CCCC3)n2c1,2.4,-1.2,2.1,0.6,22.2,2.7,-9.6,0.7,-1.3,-3.2,-5.1
O=C(c1cccc2c1-c1ccccc1/C2=N/O)N1CCCCC1,2.5,-2.0,-2.2,1.6,-3.1,-0.2,8.2,-1.0,-1.8,-3.3,0.6
CC(CNC(=O)CCS(=O)(=O)c1ccc2c(c1)oc(=O)n2C)c1ccccc1 (centres undefined),-1.5,-1.0,-0.4,0.9,4.6,0.3,1.6,-0.5,-0.5,-1.8,1.4
COC(=O)c1sc2nc(SCc3cccc(F)c3)n(N)c(=O)c2c1C,-1.5,-1.9,-0.4,-0.8,0.2,0.2,-10.4,0.4,-1.0,-2.6,-5.1
Cc1ccc(-c2nc(-c3cccnc3)sc2CC(=O)O)cc1,-3.5,0.0,1.3,-0.5,-8.2,-0.3,-15.4,-0.3,-0.6,-3.9,-2.5
Cc1cc(C)nc(N2CCCC(C(=O)Nc3nc4ccc(S(C)(=O)=O)cc4s3)C2)n1 (centres undefined),1.4,-3.7,-3.2,-0.6,-4.1,-1.7,8.5,-2.1,-1.8,-0.4,-2.2
CCC(C)c1ccc(S(=O)(=O)N2CCN(C(C)CC(=O)O)CC2)cc1 (centres undefined),0.8,1.8,0.2,0.2,-2.4,-0.2,-3.4,0.3,-1.6,-0.1,-2.2
CC1CN(C(=O)COC(=O)c2ccc(N(C)C)cc2)CC(C)O1 (centres undefined),-0.3,0.8,1.1,2.2,-5.6,0.1,6.3,0.2,-0.4,0.7,-1.7
Cc1nc2nc[nH]n2c(=O)c1NS(=O)(=O)c1ccc([N+](=O)[O-])cc1,3.2,3.0,1.1,1.5,2.8,-0.2,-0.1,0.1,-0.2,2.1,-7.6

Record cards, as listed above. Order of values: hgDAF-12 ag, FXN GAA850 act, hcDAF12 agonist, PG9 binder, GC-A act, DAX1 inh-2, ADAM10 inh, DAX1 inh-1, ssDAF12 agonist, SMARCA2 act, ADAM17 inh
Entry for CCCC(=O)Nc1ccc2c(c1)nc(CCNC(=O)c1ccco1)n2C = 1.8, 2.0, -0.2, -2.0, 4.1, ., -1.4, -0.2, -0.2, -6.2, -2.9
Entry for Brc1ccc2nc(-c3ccncc3)c(NC3CCCC3)n2c1 = 2.4, -1.2, 2.1, 0.6, 22.2, 2.7, -9.6, 0.7, -1.3, -3.2, -5.1

Source: PubChem

This is a random part of the collection (roughly 6.8% active in at least one column).
